JNK3 blocker = JNK3 (human) kinase inhibition; purified JNK3 kinase activity, HTS; inhibition, % at 8 µM; 60,000 tested, 0.61% active; in the data active = inhibition above about 17%;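 note: 0% = DMSO and 100% = reference inhibitor; many of its hits are not listed in these tables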
Jurkat tox 60K = cytotoxicity toward Jurkat cells | Jurkat E6.1 viability, ATP luminescence, 48 h | inhibition, % at 4 µM | 56,000 tested, 1.2% active | AID 463;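 active = inhibition above the mean inhibition of all tested compounds plus 3 SD, cut at about 28% in these data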
TNAP act mid DEA = activates human TNAP at intermediate phosphate acceptor concentration; P05186; purified TNAP, CDP-star luminescence, 100 mM DEA, 30 min; active compounds read high; scale: 0 levamisole-inhibited, 1 vehicle-only enzyme; activation factor at 20 µM; 64,000 tested, under 10 active;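 active = activation factor of at least 2 at 20 µM, relative to controls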
Cdc25B block = inhibitors of human Cdc25B phosphatase. 65,000 tested, 0.1% active. inhibition, %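 (compounds tested at 10 µM final in the well)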. recombinant Cdc25B, OMFP fluorescence Ex485/Em525. P30305; in the data active = inhibition above about 50%
PKA inh = inhibitors of human protein kinase A; P17612; PKA Kemptide phosphorylation, Kinase-Glo ATP luminescence; inhibition, % at 6 µM; 65,000 tested, 0.1% active;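 active = inhibition above the screen-wide mean inhibition plus 3 SD, cut at about 21% in these data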; note: many of its hits are not listed in these tables
DUSP1 inh = blocks human MKP-1 phosphatase activity. P28562. recombinant MKP-1, OMFP hydrolysis fluorescence. inhibition, %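 (compounds tested at a single concentration somewhere between 10 and 100 µM)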. 65,000 tested, 0.15% active. AID 374;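 active = inhibition above about 50%, limit read from the data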;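 note: 0% = DMSO max control wells and 100% = wells with enzyme stopped by NaOH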
HEK293 NFkB inh = inhibitors of the PMA/ionomycin-induced NF-kB reporter in HEK293 cells | HEK-293 NF-kB luciferase reporter, luminescence | inhibition, % at 3 µM | 62,000 tested, 0.21% active | AID 465;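 active = inhibition above the mean of all tested compounds plus 3 SD, cut at about 40% in these data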;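 note: 0% = stimulated DMSO wells and 100% = 10 µM reference inhibitor 5653914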
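Signal: luciferase luminescence; Material: HEK-293 cells with stable firefly luciferase reporter driven by four HIV NF-kB elements; Probe or stimulus: PMA with ionomycin; Replication: tested once; Times: 1 h compound pretreatment, then 16 h stimulation at 37 °C, 5% CO2; Benchmarks: DMSO and 10 µM reference inhibitor; Evaluation: per-plate % inhibition versus controls.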
MMP13 inh = MMP13 (human) collagenase inhibition | P45452 | MMP-13 fTHP FRET cleavage, Mca fluorescence | inhibition, % at 4 µM | 65,000 tested, 0.07% active | AID 570;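 active = inhibition above the mean of compound-free control plate wells plus 3 SD, cut at about 14% in these data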;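 note: 0% = DMSO wells and 100% = wells with reference MMP-13 inhibitor after basal subtraction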
ROCK2 blocker = blocks human Rho kinase 2 activity; O75116; inhibition, % at 6 µM; 60,000 tested, 0.35% active; AID 604; purified ROCK2, Kinase-Glo ATP depletion luminescence;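 active = inhibition above the screen-wide mean inhibition plus 3 SD, cut at about 18% in these data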;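 note: plate controls were DMSO wells for no effect and Y-27632 control wells after no-enzyme background subtraction for full effect; many of its hits are not listed in these tables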
Target sequence (O75116 whole entry, looked up): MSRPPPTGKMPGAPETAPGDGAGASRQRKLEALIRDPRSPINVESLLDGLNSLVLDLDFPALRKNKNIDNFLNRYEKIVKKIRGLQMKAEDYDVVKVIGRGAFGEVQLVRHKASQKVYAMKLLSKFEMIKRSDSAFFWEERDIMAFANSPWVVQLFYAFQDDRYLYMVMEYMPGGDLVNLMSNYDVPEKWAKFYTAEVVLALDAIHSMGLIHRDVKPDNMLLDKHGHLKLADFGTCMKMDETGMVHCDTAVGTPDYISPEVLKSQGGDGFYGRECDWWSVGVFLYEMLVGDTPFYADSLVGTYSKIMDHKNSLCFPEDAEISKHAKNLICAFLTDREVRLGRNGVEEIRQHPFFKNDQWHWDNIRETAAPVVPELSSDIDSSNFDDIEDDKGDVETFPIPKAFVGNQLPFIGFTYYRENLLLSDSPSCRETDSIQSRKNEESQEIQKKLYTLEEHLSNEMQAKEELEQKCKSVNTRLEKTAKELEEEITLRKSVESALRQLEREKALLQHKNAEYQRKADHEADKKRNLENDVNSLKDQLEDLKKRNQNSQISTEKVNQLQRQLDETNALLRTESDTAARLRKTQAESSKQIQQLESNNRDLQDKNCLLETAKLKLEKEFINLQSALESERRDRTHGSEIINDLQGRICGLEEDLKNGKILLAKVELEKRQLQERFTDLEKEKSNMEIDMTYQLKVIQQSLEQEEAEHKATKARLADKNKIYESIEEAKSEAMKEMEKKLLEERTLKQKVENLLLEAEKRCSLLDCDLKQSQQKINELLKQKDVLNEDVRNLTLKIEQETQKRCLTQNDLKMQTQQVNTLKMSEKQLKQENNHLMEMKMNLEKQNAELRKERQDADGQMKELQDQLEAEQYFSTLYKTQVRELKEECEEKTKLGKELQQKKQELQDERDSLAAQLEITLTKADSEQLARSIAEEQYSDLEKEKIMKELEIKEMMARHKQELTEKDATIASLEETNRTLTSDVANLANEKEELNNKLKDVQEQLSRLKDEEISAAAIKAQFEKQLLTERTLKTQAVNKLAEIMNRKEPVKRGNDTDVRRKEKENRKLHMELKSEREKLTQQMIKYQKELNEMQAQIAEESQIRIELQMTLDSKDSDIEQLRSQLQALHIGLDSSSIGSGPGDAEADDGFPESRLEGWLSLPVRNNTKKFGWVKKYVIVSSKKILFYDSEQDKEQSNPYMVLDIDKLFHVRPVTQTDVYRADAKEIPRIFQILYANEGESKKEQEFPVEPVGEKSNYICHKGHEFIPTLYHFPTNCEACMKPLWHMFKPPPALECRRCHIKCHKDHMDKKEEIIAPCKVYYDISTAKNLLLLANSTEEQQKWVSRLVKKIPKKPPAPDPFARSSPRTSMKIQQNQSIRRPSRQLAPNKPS
The depositor's hits bear a star; [ ] = another dose, or the depositor's remark.

For COc1ccc(S(=O)(=O)N[C@@H](Cc2ccccc2)C(=O)N2CC[C@@]3(O)CCCC[C@H]3C2)cc1 the results were JNK3 blocker -4, Jurkat tox 60K 11, TNAP act mid DEA 1.1, Cdc25B block -7, PKA inh -2, DUSP1 inh 27, HEK293 NFkB inh 2, MMP13 inh 3 and ROCK2 blocker -4.
Screening Cc1nc(=O)c(-c2ccccc2)c(C)n1-c1ccccc1C(=O)O returned JNK3 blocker -8, Jurkat tox 60K -11, TNAP act mid DEA 0.9, Cdc25B block -9, PKA inh 9, DUSP1 inh 1, HEK293 NFkB inh -1, MMP13 inh 4 and ROCK2 blocker 4.
For CC(=O)N(C)C1(c2nnnn2CCOC(=O)Nc2cccc3ccccc23)CCCC1 the results were JNK3 blocker -4, Jurkat tox 60K 2, TNAP act mid DEA 0.8, Cdc25B block -2, PKA inh 2, DUSP1 inh 3, HEK293 NFkB inh 2, MMP13 inh 6 and ROCK2 blocker -5.
`COc1ccc(S(=O)(=O)n2nc(OC(=O)c3ccc(C)cc3)cc2N)cc1` gave JNK3 blocker -13, Jurkat tox 60K 8, TNAP act mid DEA 0.8, Cdc25B block -13, PKA inh 11, DUSP1 inh -8, HEK293 NFkB inh 11, MMP13 inh 0 and ROCK2 blocker 2.
CCOC(=O)CSc1nc2cc(C(=O)N3CCC(C(N)=O)CC3)ccc2c(=O)n1-c1ccccc1 was read as TNAP act mid DEA 0.9, Cdc25B block -10, PKA inh 7, DUSP1 inh -1, HEK293 NFkB inh 6 and MMP13 inh 4.
`Cc1ccc(CCC(=O)Nc2nccs2)o1` gave JNK3 blocker 8, Jurkat tox 60K -4, TNAP act mid DEA 0.9, Cdc25B block 3, PKA inh 10, DUSP1 inh 7, HEK293 NFkB inh 7, MMP13 inh 1 and ROCK2 blocker 5.
Screening CC1(C)NC(=O)N(CC(O)COc2ccccc2C(=O)Nc2ccccc2)C1=O (configuration not stated) returned JNK3 blocker 3, TNAP act mid DEA 0.9, Cdc25B block 15, PKA inh 0, DUSP1 inh -22, MMP13 inh 2 and ROCK2 blocker -14.
COc1ccc(C(=O)NCCc2nnc(SCc3nc4ccccc4c(=O)[nH]3)n2C)cc1 was read as JNK3 blocker -1, Jurkat tox 60K -2, TNAP act mid DEA 0.9, Cdc25B block -5, PKA inh 14, DUSP1 inh 0, HEK293 NFkB inh 18, MMP13 inh 1 and ROCK2 blocker -8.
For Cc1cc(C(=O)CSc2nnc(N)s2)c(C)n1CCc1ccc(Cl)cc1 the results were JNK3 blocker 2, Jurkat tox 60K -5, TNAP act mid DEA 0.9, Cdc25B block 8, PKA inh 2, DUSP1 inh -2, HEK293 NFkB inh 4, MMP13 inh 2 and ROCK2 blocker -7.
For COc1ccc(NC(=O)CN2CCC(C)CC2)cc1 the results were JNK3 blocker 2, Jurkat tox 60K 4, TNAP act mid DEA 0.9, Cdc25B block -4, PKA inh -3, DUSP1 inh 13, HEK293 NFkB inh 16, MMP13 inh -6 and ROCK2 blocker -2.
Cc1nc2ccc(Br)cn2c1NC(C)(C)C was read as TNAP act mid DEA 0.8, Cdc25B block -17, PKA inh 2, DUSP1 inh -1, HEK293 NFkB inh 10 and MMP13 inh 4.
`O=C(O)CCn1c(=O)sc2ccccc21` gave JNK3 blocker 2, Jurkat tox 60K -5, TNAP act mid DEA 0.9, Cdc25B block -13, PKA inh -1, DUSP1 inh -7, HEK293 NFkB inh 2, MMP13 inh -2 and ROCK2 blocker 3.
For COc1ccccc1N1C(=O)CC(N2CCc3ccccc32)C1=O (configuration not stated) the results were JNK3 blocker -4, Jurkat tox 60K -5, TNAP act mid DEA 0.9, Cdc25B block 2, PKA inh 8, DUSP1 inh 0, HEK293 NFkB inh 15, MMP13 inh -2 and ROCK2 blocker 9.
`Nc1ccccc1SCC(=O)N1CCc2ccccc21` gave JNK3 blocker -7, Jurkat tox 60K -1, TNAP act mid DEA 0.9, Cdc25B block -2, PKA inh -1, DUSP1 inh 15, HEK293 NFkB inh -10, MMP13 inh -5 and ROCK2 blocker 2.
For CCOC(=O)[C@H]1CCC[C@@H](NS(=O)(=O)c2ccc(NC(C)=O)cc2)C1 the results were JNK3 blocker 9, Jurkat tox 60K 2, TNAP act mid DEA 0.9, Cdc25B block -3, PKA inh 0, DUSP1 inh 13, HEK293 NFkB inh 8, MMP13 inh 0 and ROCK2 blocker 3.
Cc1cccc(CS(=O)(=O)Cc2ccc(C(=O)NCCN3CCCCC3C)o2)c1 (configuration not stated) was read as JNK3 blocker 0, Jurkat tox 60K 0, TNAP act mid DEA 1, Cdc25B block 7, PKA inh 6, DUSP1 inh 2, HEK293 NFkB inh 16, MMP13 inh 4 and ROCK2 blocker 7.
For Cc1cc(C)c(S(=O)(=O)Nc2ccc(O)cc2)cc1C the results were JNK3 blocker 8, Jurkat tox 60K 0, TNAP act mid DEA 0.9, Cdc25B block 8, PKA inh 4, DUSP1 inh 27, HEK293 NFkB inh 8, MMP13 inh 1 and ROCK2 blocker 5.
`CC1(C)C2CCC1(CS(=O)(=O)N1CCCc3ccccc31)C(=O)C2` (configuration not stated) gave JNK3 blocker 6, Jurkat tox 60K -7, TNAP act mid DEA 1, Cdc25B block -15, PKA inh 4, DUSP1 inh 3, HEK293 NFkB inh 13, MMP13 inh 1 and ROCK2 blocker 2.
CN(C)c1ncc(C(=O)O)cn1 was read as JNK3 blocker 3, Jurkat tox 60K -9, TNAP act mid DEA 0.9, Cdc25B block -12, PKA inh 9, DUSP1 inh 3, HEK293 NFkB inh 4, MMP13 inh -10 and ROCK2 blocker 2.
`CCc1sc(NC(=O)CN2CCOCC2)nc1-c1ccccc1` gave JNK3 blocker 2, Jurkat tox 60K 0, TNAP act mid DEA 0.9, Cdc25B block -13, PKA inh 6, DUSP1 inh 11, HEK293 NFkB inh 10, MMP13 inh 1 and ROCK2 blocker 9.
Screening NC(=O)C1CCN(C(=O)c2cc(S(=O)(=O)N3CCOCC3)c(Cl)cc2Cl)CC1 returned JNK3 blocker -5, Jurkat tox 60K -1, TNAP act mid DEA 1, Cdc25B block 1, PKA inh 3, DUSP1 inh 12, HEK293 NFkB inh 0, MMP13 inh 0 and ROCK2 blocker 2.
CCCC(=O)c1ccc(N2CCOCC2)c(F)c1 was read as JNK3 blocker 2, Jurkat tox 60K -3, TNAP act mid DEA 0.9, Cdc25B block -11, PKA inh 9, DUSP1 inh 10, HEK293 NFkB inh 12, MMP13 inh 3 and ROCK2 blocker 7.
Screening CCn1c(SCC(=O)Nc2ccc(N3CCOCC3)c(Cl)c2)nnc1-c1ccc(N)cc1 returned JNK3 blocker -3, Jurkat tox 60K 10, TNAP act mid DEA 0.9, Cdc25B block 8, PKA inh -3, DUSP1 inh 15, HEK293 NFkB inh 10, MMP13 inh 3 and ROCK2 blocker -7.
`Nc1c(S(=O)(=O)c2ccccc2)nnn1-c1ccccc1` gave TNAP act mid DEA 0.9, Cdc25B block -9, PKA inh 7, DUSP1 inh 8, HEK293 NFkB inh 8 and MMP13 inh 0.
`COc1cccc(C2C3=C(CCCC3=O)Nc3nc(-c4cc(OC)c(OC)c(OC)c4)nn32)c1` (configuration not stated) gave JNK3 blocker 7, Jurkat tox 60K 5, TNAP act mid DEA 0.9, Cdc25B block -8, PKA inh -3, DUSP1 inh 37, HEK293 NFkB inh 16, MMP13 inh -3 and ROCK2 blocker -2.
For O=C(CSc1nnc(SCc2ccc(Cl)cc2)s1)N1CCOCC1 the results were JNK3 blocker -5, Jurkat tox 60K -3, TNAP act mid DEA 0.9, Cdc25B block -2, PKA inh 10, DUSP1 inh -1, HEK293 NFkB inh -4, MMP13 inh -1 and ROCK2 blocker 10.
Screening Oc1ccccc1-c1nnc(-c2ccc(C(F)(F)F)cc2)o1 returned JNK3 blocker 9, Jurkat tox 60K -5, TNAP act mid DEA 0.9, Cdc25B block -6, PKA inh 3, DUSP1 inh 3, HEK293 NFkB inh 2, MMP13 inh -4 and ROCK2 blocker 2.
For CC(=O)c1cccc(NC(=O)C2CCCN(S(=O)(=O)c3ccccc3)C2)c1 (configuration not stated) the results were JNK3 blocker 1, Jurkat tox 60K -4, TNAP act mid DEA 1, Cdc25B block 0, PKA inh 12, DUSP1 inh 29, HEK293 NFkB inh 21, MMP13 inh 2 and ROCK2 blocker 12.
For COc1ncnc2sc(-c3ccccc3)cc12 the results were JNK3 blocker -2, Jurkat tox 60K 6, TNAP act mid DEA 0.9, Cdc25B block -8, PKA inh 5, DUSP1 inh -11, HEK293 NFkB inh -8, MMP13 inh 1 and ROCK2 blocker -1.
For CCCc1cc(C(N)=O)c(NC(C)=O)s1 the results were JNK3 blocker -3, Jurkat tox 60K -4, TNAP act mid DEA 0.9, Cdc25B block -9, PKA inh -3, DUSP1 inh 3, HEK293 NFkB inh 8, MMP13 inh 0 and ROCK2 blocker 3.
Screening CCOC(=O)c1cnc(SCc2nc(N)nc(Nc3ccccc3)n2)nc1N returned JNK3 blocker 9, Jurkat tox 60K -6, TNAP act mid DEA 0.9, Cdc25B block -2, PKA inh 5, DUSP1 inh 16, HEK293 NFkB inh 0, MMP13 inh -2 and ROCK2 blocker 6.
`CCc1c(C)nc2ncnn2c1N1CCC(C(=O)Nc2ccc(C)cc2)CC1` gave JNK3 blocker -6, Jurkat tox 60K 14, TNAP act mid DEA 0.9, Cdc25B block -17, PKA inh 8, DUSP1 inh 15, HEK293 NFkB inh 19, MMP13 inh 6 and ROCK2 blocker 5.
`O=C(Nc1n[nH]c(C2CCCCC2)n1)C1CCCCC1` gave JNK3 blocker 1, Jurkat tox 60K -4, TNAP act mid DEA 0.4, Cdc25B block -8, PKA inh -2, DUSP1 inh -3, HEK293 NFkB inh 10, MMP13 inh 3 and ROCK2 blocker -1.
Screening CNc1nc2sc3c(c2c(=O)n1C)CC(C)(C)SC3 returned JNK3 blocker 1, Jurkat tox 60K 13, TNAP act mid DEA 0.9, Cdc25B block 4, PKA inh 9, DUSP1 inh 19, HEK293 NFkB inh 17, MMP13 inh inactive[fluorescence artefact?] and ROCK2 blocker -1.

5 entries drawn at random from the list so far:
`O=C(Nc1n[nH]c(C2CCCCC2)n1)C1CCCCC1` gave JNK3 blocker 1, Jurkat tox 60K -4, TNAP act mid DEA 0.4, Cdc25B block -8, PKA inh -2, DUSP1 inh -3, HEK293 NFkB inh 10, MMP13 inh 3 and ROCK2 blocker -1.
Screening Oc1ccccc1-c1nnc(-c2ccc(C(F)(F)F)cc2)o1 returned JNK3 blocker 9, Jurkat tox 60K -5, TNAP act mid DEA 0.9, Cdc25B block -6, PKA inh 3, DUSP1 inh 3, HEK293 NFkB inh 2, MMP13 inh -4 and ROCK2 blocker 2.
`Nc1c(S(=O)(=O)c2ccccc2)nnn1-c1ccccc1` gave TNAP act mid DEA 0.9, Cdc25B block -9, PKA inh 7, DUSP1 inh 8, HEK293 NFkB inh 8 and MMP13 inh 0.
`COc1cccc(C2C3=C(CCCC3=O)Nc3nc(-c4cc(OC)c(OC)c(OC)c4)nn32)c1` (configuration not stated) gave JNK3 blocker 7, Jurkat tox 60K 5, TNAP act mid DEA 0.9, Cdc25B block -8, PKA inh -3, DUSP1 inh 37, HEK293 NFkB inh 16, MMP13 inh -3 and ROCK2 blocker -2.
For CCCc1cc(C(N)=O)c(NC(C)=O)s1 the results were JNK3 blocker -3, Jurkat tox 60K -4, TNAP act mid DEA 0.9, Cdc25B block -9, PKA inh -3, DUSP1 inh 3, HEK293 NFkB inh 8, MMP13 inh 0 and ROCK2 blocker 3.

Source: PubChem (several laboratories)
